tuberculosis growth – growth inhibition of non-replicating M. tuberculosis (AID 488890). Mycobacterium tuberculosis non-replicating, growth inhibition; higher % means a stronger effect. one-dose inhibition, % at 25 µM; IC50 in µM for titrated hits. actives 0.39% (n = 320,000); in the data active means a potency from the dose series; inconclusive means inhibition mostly from about 82% at the one dose, without a potency; inactive means the rest, 99 in 100 with inhibition below about 76%;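 further: plate controls were DMSO cells for no effect and high antibiotic wells for full effect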
H37Rv inhibition – M. tuberculosis growth inhibition, HTS (AID 449762); one-dose inhibition, % at 25 µM; IC50 in µM for titrated hits; M. tuberculosis H37Rv growth inhibition, 7H9 media; higher % means a stronger effect; actives 0.59% (n = 330,000); in the data active means a potency from the dose series; inconclusive means inhibition above about 70% without an active follow-up result;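 further: bacterial growth assessed after seven days of incubation; strong numbers were not always called active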
inhibitors of VEEV – inhibitors of VEEV TC-83 cytopathic effect, confirmation, Vero cells (AID 588727); inhibition, % at 20 µM; hits with a dose series show IC50 in µM; actives 0.13% (n = 350,000); Vero cells, VEEV TC-83 cytopathic effect inhibition; higher % means a stronger effect; in the data active means a potency from the dose series; inconclusive means inhibition mostly from about 14% at the one dose, without a potency; inactive means the rest, 99 in 100 with inhibition below about 12%; further: strong numbers were not always called active
Salmonella PhoP GFP – PhoP regulon inhibitors, Salmonella typhi PhoP promoter GFP reporter, confirmatory (AID 1850); Salmonella Typhi PhoP-promoter GFP reporter, fluorescence, 4 h; higher % means a stronger effect; actives 0.33% (n = 310,000); inhibition, % at 50 µM; hits with a dose series show IC50 in µM; in the data active means a potency from the dose series; inconclusive means inhibition mostly from about 25% at the one dose, without a potency; inactive means the rest, 99 in 100 with inhibition below about 19%;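 further: 0% = induced wells with vehicle and 100% = uninduced wells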
influenza NS1A – NS1A inhibition, H1N1 influenza, cell based functional assay (AID 504329); one-dose inhibition, % at 12.5 µM; IC50 in µM for titrated hits; actives 0.3% (n = 340,000); NS1A functional cell-based assay, percent inhibition; higher % means a stronger effect; in the data active means a potency from the dose series; inconclusive means inhibition above about 27% without an active follow-up result; further: strong numbers were not always called active
inhibitors of VEEV 10K pilot screen – second read-out of inhibitors of VEEV, no call of its own (marks repeat the call); inhibition, %; measured here: 10K pilot screen inhibition
The depositor's hits bear a star; i = inactive; ? = inconclusive; · = not tested or not shown.

Start of the listing, in advance (five entries):
SMILES	tuberculosis growth	H37Rv inhibition	inhibitors of VEEV	Salmonella PhoP GFP	influenza NS1A	others
COCCSc1ccccc1C(=O)Nc1ccccc1C(C)C	11%	-3%	3.7%	-5%	-4%
O=C(Nc1cccnc1)c1ccc(NS(=O)(=O)c2cc([N+](=O)[O-])ccc2Cl)cc1	3%	3%	0.8%	-4%	8%
COC(=O)c1ccc(C(=O)OC)c(NC(=S)N2CCN(c3ccc(F)cc3)CC2)c1	78%	-4%	0.3%	-3%	6%
CC1=NCCN1CCNC(=O)Nc1ccc(F)cc1	-12%	-9%	0.5%	5%	·
COc1ccc(Cl)cc1N1C(=O)CC(Sc2ccccc2N)C1=O (stereo not drawn)	-16%	-4%	10%	2%	12%

Main list, from the start:
SMILES	tuberculosis growth	H37Rv inhibition	inhibitors of VEEV	Salmonella PhoP GFP	influenza NS1A	others
COCCSc1ccccc1C(=O)Nc1ccccc1C(C)C	11%	-3%	3.7%	-5%	-4%
O=C(Nc1cccnc1)c1ccc(NS(=O)(=O)c2cc([N+](=O)[O-])ccc2Cl)cc1	3%	3%	0.8%	-4%	8%
COC(=O)c1ccc(C(=O)OC)c(NC(=S)N2CCN(c3ccc(F)cc3)CC2)c1	78%	-4%	0.3%	-3%	6%
CC1=NCCN1CCNC(=O)Nc1ccc(F)cc1	-12%	-9%	0.5%	5%	·
COc1ccc(Cl)cc1N1C(=O)CC(Sc2ccccc2N)C1=O (stereo not drawn)	-16%	-4%	10%	2%	12%
COc1cc(/C=N/NS(=O)(=O)c2ccc(C)c([N+](=O)[O-])c2)ccc1O	-2%	-6%	1.4%	-10%	6%
CC(C)NC(=O)c1onc(CSc2cccc3ccccc23)c1C(=O)O	57%	0%	0.6%	-5%	-5%
CCCOc1ccccc1/C=C(\C#N)C(=O)Nc1cccnc1	-5%	3%	2.0%	4%	-18%
CCC(/C=N/NC(=O)C(=O)N/N=C/C(CC)CC)CC	12%	-2%	0.1%	1%	1%
CCC(C)C(NC(=O)OC(C)(C)C)C(=O)NC(Cc1ccccc1)C(=O)OC (stereo not drawn)	4%	-5%	0.6%	1%	-9%
CC(C)CC(=O)N1CCN(C(=O)CCC2CCCC2)CC1	45%	1%	i	30%	-5%
CC(=O)Cc1cc2cc([N+](=O)[O-])ccc2oc1=O	-1%	-3%	1.4%	-2%	·
COc1ccc(CCNC(=O)CSCc2ccc([N+](=O)[O-])cc2)cc1OC	8%	1%	i	-3%	-8%
C=CCn1c(Cc2cccs2)nnc1SCC(=O)c1cccc(Br)c1	25%	-2%	5.5%	1%	-6%
N#Cc1ccccc1OCC(=O)Nc1nnc(C2CC2)s1	-7%	-10%	i	·	-4%
CCCCN(CC)C(=O)Cn1ncc2c3ccccc3n(CCC)c2c1=O	14%	-6%	2.0%	3%	20%
CCOC(=O)Cn1nnc(-c2cc(OC)c(OC)c(OC)c2)n1	5%	6%	0.2%	-15%	4%
CCCCN1CCNC[C@@H]1Cc1ccccc1	1%	-10%	1.3%	15%	-3%
CN(Cc1nc2ccccc2n1C)S(=O)(=O)c1ccc(F)cc1	16%	3%	2.6%	-7%	0%
COc1ccc(Nc2nc(C)cc(=O)[nH]2)c(OC)c1	0%	-7%	i	-5%	7%
Cc1sc(N2CCN(S(=O)(=O)c3ccc4c(c3)NC(=O)CO4)CC2)nc1-c1ccccc1	21%	13%	3.4%	-11%	-7%
O=C1CSC(c2ccccc2O)N1Cc1ccccc1 (stereo not drawn)	-6%	2%	i	-2%	-11%
COc1ccc(C(=O)/C=C2/Sc3cc4c(cc3N2C)OCO4)cc1	18%	3%	0.2%	-7%	-6%
O=C(NCCc1csc(-c2cccnc2)n1)c1ccc(Cl)cc1	10%	-10%	1.9%	-2%	-2%	inhibitors of VEEV 10K pilot screen=1.4
CCNc1ccc(C(=O)OCC)cc1NC(=O)c1cccc(S(=O)(=O)N2CCOCC2)c1	13%	4%	2.6%	-2%	5%
O=C(NCc1cccs1)C1(S(=O)(=O)c2ccccc2)CC=CC1	-18%	-4%	0.9%	3%	3%
COc1cccc(OC)c1C(=O)NC(=O)Nc1c(F)cc(F)cc1F	3%	0%	0.6%	5%	·
COc1ccc(C2NC(=O)NC3=C2C(=O)CCC3)cc1 (stereo not drawn)	1%	2%	i	-3%	-6%
COc1cccc(NC(=O)c2ccc3c(c2)N(CC(=O)N2CCCCC2)C(=O)C(C)(C)O3)c1	5%	10%	10%	9%	-2%
COc1ccc(CN2CCOCC2)cc1OC	-5%	-2%	3.3%	-9%	-16%
COc1cc(CNCc2ccccn2)ccc1OCc1cccc(Cl)c1	?	?	i	7%	2%
Cc1ccc(-n2c(=O)c3c(C)c(C)sc3n(Cc3cc(=O)n4ccccc4n3)c2=O)cc1C	43%	3%	11%	-3%	3%
COCC(C)NC(=O)CSc1nc2ccccc2c(=O)n1CCc1ccc(S(N)(=O)=O)cc1 (stereo not drawn)	3%	3%	9.1%	-7%	-2%
COc1ccc(-c2csc(NC(=O)Cc3ccccc3F)n2)cc1OC	56%	?	6.1%	0%	0%
COc1ccc(NC(=O)CS(=O)(=O)c2cn(CC(=O)N3CCOCC3)c3ccccc23)cc1	1%	-5%	0.7%	15%	2%
COc1ccccc1N(C(C)=O)C1SC(=O)N(c2ccccc2)C1=O (stereo not drawn)	-10%	0%	1.5%	-2%	10%
C/C=C1\COC(C(=O)NCc2ccncc2)(C(F)(F)F)C=C1C=C1CCCCC1 (stereo not drawn)	49%	4%	i	0%	4%
O=C1CN(c2nc3ccccc3n3cnnc23)CC(=O)N1CCc1ccccc1	·	-11%	1.6%	-13%	-8%
CCOC(=O)N1CCN(S(=O)(=O)c2ccc(OC)c(Cl)c2)CC1	7%	-8%	0.3%	2%	0%
c1ccc(CN2CCC(Nc3nc(-c4cccnc4)nc4ccccc34)CC2)cc1	61%	10%	6.8%	2%	16%
O=C(CSc1ccccn1)N/N=C/c1ccccc1[N+](=O)[O-]	-3%	6%	2.9%	-7%	-3%
COc1cccc(OCC(O)CN2CCC(CN3C(=O)c4cccc5cccc(c45)C3=O)CC2)c1 (stereo not drawn)	38%	?	9.2%	-2%	5%
CCC(=O)N=c1n(C)c2ccccc2n1CCOc1ccccc1	-13%	8%	0.3%	15%	-4%
O=C(Cn1ncc2c(=O)oc3ccccc3c21)N1CCCc2ccccc21	·	-9%	6.3%	-4%	12%
Cn1c(N)c(C(=O)COC(=O)c2ccccc2NCc2ccco2)c(=O)n(C)c1=O	-4%	3%	8.8%	-4%	-7%
CC(Oc1cccc2ccccc12)C(=O)N/N=C/c1cccnc1 (stereo not drawn)	25%	6%	0.6%	-7%	6%
C=CCN1C(=O)/C(=C/c2ccc(N3CCOCC3)o2)C(=O)NC1=S	34%	1%	0.8%	-12%	-4%	inhibitors of VEEV 10K pilot screen=0.2
CCOc1cc2[nH]c(=O)n(CCCN3CCCC3=O)c(=O)c2cc1OCC	-17%	-5%	8.8%	23%	7%

Ordered by SMILES length (falling): 3 of the compounds above
SMILES	tuberculosis growth	H37Rv inhibition	inhibitors of VEEV	Salmonella PhoP GFP	influenza NS1A	others
c1ccc(CN2CCC(Nc3nc(-c4cccnc4)nc4ccccc34)CC2)cc1	61%	10%	6.8%	2%	16%
CCOc1cc2[nH]c(=O)n(CCCN3CCCC3=O)c(=O)c2cc1OCC	-17%	-5%	8.8%	23%	7%
CCOC(=O)N1CCN(S(=O)(=O)c2ccc(OC)c(Cl)c2)CC1	7%	-8%	0.3%	2%	0%

Following part.
SMILES	tuberculosis growth	H37Rv inhibition	inhibitors of VEEV	Salmonella PhoP GFP	influenza NS1A	others
Cc1cccc(C(O)(C(=O)NNc2ccc3ccccc3n2)c2cccc(C)c2)c1	-36%	3%	i	5%	-6%
COc1cc(C(=O)N/N=C/c2ccsc2C)cc(OC)c1OC	1%	18%	10%	-27%	3%
Cc1cccc2sc(NC(=O)C3CSC4(C)CCC(=O)N34)nc12 (stereo not drawn)	13%	-9%	7.3%	0%	-10%
Cc1cc(OCC(=O)O)c2c3c(c(=O)oc2c1)CCCC3	-9%	0%	2.8%	3%	-3%
Nc1nc(Nc2ccccc2)nc(NCc2ccco2)c1[N+](=O)[O-]	33%	13%	7.6%	3%	31%
CCc1cc2c(=O)[nH]c(N3CCCC3)nc2s1	-12%	-4%	0.2%	-10%	18%
COc1cccc(CNc2ncc(-c3ccccc3)n2C)c1	71%	2%	i	-3%	15%
Cc1c(/C(O)=C2/C(=O)C(=O)N(Cc3cccnc3)C2c2cccs2)cnn1-c1ccccc1 (stereo not drawn)	-6%	-3%	i	5%	-6%	inhibitors of VEEV 10K pilot screen=2.5
CCCCC(=O)Nc1ccc(S(=O)(=O)N2CCCCC2c2cccnc2)cc1 (stereo not drawn)	22%	15%	4.4%	0%	-26%
NC(=O)COC(=O)CSc1cccc2cccc(Cl)c12	39%	-2%	0.5%	13%	0%
O=C(O)CCNc1cc2ccccc2cc1C(=O)O	38%	6%	2.4%	-7%	2%
O=C(Nc1ccc(Cl)cc1)N1CCc2ccccc2C1	66%	10%	0.3%	-2%	-2%
O=C(CN1C(=O)C2CC=CCC2C1=O)Nc1ccc(OC(F)(F)F)cc1 (stereo not drawn)	-6%	-2%	3.5%	·	-12%
CCOC(=O)Cn1c2ccccc2c2nc3ccccc3nc21	23%	9%	8.9%	-8%	-14%
CC(=O)c1ccc(NC(=O)Cn2cnc(S(=O)(=O)N3CCc4ccccc43)c2)cc1	-6%	7%	i	5%	-5%
Cc1onc(-c2ccccc2Cl)c1C(=O)Oc1cccc2cccnc12	?	2.8µM*	1.6%	6%	-15%
O=C(Nc1cc(C(F)(F)F)ccc1N1CCOCC1)c1cncc(Br)c1	10%	24%	i	-10%	2%	inhibitors of VEEV 10K pilot screen=0.2
Cc1cc(NC(=O)CSc2nc(-c3ccco3)cc(C(F)(F)F)n2)n(-c2ccccc2)n1	0%	2%	7.1%	6%	5%
COc1ccc(CCNC(=O)CNC(=O)c2ccco2)cc1	-13%	5%	0.7%	16%	0%
O=C(c1ccco1)N1CCN(c2c([N+](=O)[O-])nn(-c3ccc(Cl)cc3)[n+]2[O-])CC1	1%	-1%	0.1%	7%	0%
Cc1cccc(N2C(=O)CC(n3ccnc3)C2=O)c1C (stereo not drawn)	-3%	-5%	0.4%	-8%	-6%
CC1(C)OC(=O)C(=CNc2ncccn2)C(=O)O1	7%	5%	0.5%	-5%	-1%
CC1CN(c2ccc([N+](=O)[O-])cc2F)CCN1C(=O)c1ccco1 (stereo not drawn)	53%	11%	0.4%	6%	-2%
Cc1ccc(NC(=O)C2CCN(S(=O)(=O)c3ccccc3)CC2)cc1	7%	5%	4.8%	-9%	2%
CC(=O)N1CCc2cc(C(=O)CN3CCN(c4ccccc4F)CC3)ccc21	20%	-7%	0.5%	-4%	-3%	inhibitors of VEEV 10K pilot screen=1.2
COc1cc(NC(=S)N2CCN(S(C)(=O)=O)CC2)cc(OC)c1	-14%	-2%	1.4%	-9%	-6%
CC(=O)OCC(=O)C1(O)CCC2C3CCC4=CC(=O)C=CC4(C)C3C(=O)CC21C (stereo not drawn)	·	·	i	·	-1%
Cc1cc(C(=O)Nc2nc(-c3ccccn3)cs2)ccc1[N+](=O)[O-]	?	?	38%	-7%	-11%
O=C(CCn1c(=S)[nH]c2ccccc2c1=O)N1CCOCC1	·	2%	i	-3%	-5%
O=C(C[n+]1cnn(CC(=O)c2ccc(Cl)cc2Cl)c1)c1ccc([N+](=O)[O-])cc1	57%	4%	0.1%	37µM*	7%
Cc1ccc(C(=O)N/C(=C\c2ccco2)C(=O)NCCN2CCOCC2)cc1	-10%	4%	1.1%	1%	9%
O=C(Nc1cccc(S(=O)(=O)N2CCOCC2)c1)C(c1ccccc1)N1CCCCC1 (stereo not drawn)	12%	-6%	0.9%	5%	-1%
COCCN=C1NN=C(c2cc(C)n(CC3CCCO3)c2C)CS1 (stereo not drawn)	20%	3%	1.8%	-1%	-10%
Cc1ccc2[nH]c3c(NCCCN4CCCC4=O)ncnc3c2c1	49%	0%	1.7%	-15%	-12%
Cc1c(C=O)c(=O)n(-c2ccccc2)n1C	-16%	-9%	0.7%	2%	4%
O=c1[nH]c(=O)n(CCc2ccc(F)cc2)c(O)c1C=NCc1ccc2c(c1)OCO2	2%	23%	0.7%	1%	-10%
O=C(N/N=C/C1CC=CCC1)c1ccc(O)cc1O (stereo not drawn)	-24%	1%	0.8%	-5%	-9%
COC(=O)C1=C(c2ccc3ccccc3c2)C[C@@H]2CC[C@H]1N2C(=O)N1CCOCC1	-10%	4%	i	·	16%

Assay outcomes as filed in PubChem BioAssay.
